# Assay outcomes as filed in PubChem.
# B2AR arrestin = qHTS assay of beta-arrestin-biased ligands of beta2-adrenergic receptor | Potency, µM (series often up to 46.1 µM), inactives show top-dose activation, actives largely listed as activators | Beta-2 adrenergic receptor (Homo sapiens), P07550 | 0.02% of 330,000 active | beta-arrestin recruitment to beta2AR, cell-based reporter;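 also: potency is read from the fitted curve at half-maximal effect; 0% = DMSO controls and full agonism = EC100 isoproterenol or metaproterenol; nearly all actives have a fitted effect of over 65% in size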
# TSHR antag = Antagonists of the Thyroid Stimulating Hormone Receptor: HTS campaign. Thyrotropin receptor (Homo sapiens), P16473. activity change, negative = inhibition, % at 11.5 µM. TSHR-expressing cells, TSH-stimulated cAMP HTRF, 2 h; active compounds read low. 0.2% of 330,000 active;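 active = activity change below a set negative limit, meaning inhibition stronger than a set level, cut at about -70% in these data; inconclusive = activity change between two set negative limits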; also: % is scaled to controls: 0 for no effect and ±100 for the full control effect
# Target sequence (P16473 whole entry, looked up): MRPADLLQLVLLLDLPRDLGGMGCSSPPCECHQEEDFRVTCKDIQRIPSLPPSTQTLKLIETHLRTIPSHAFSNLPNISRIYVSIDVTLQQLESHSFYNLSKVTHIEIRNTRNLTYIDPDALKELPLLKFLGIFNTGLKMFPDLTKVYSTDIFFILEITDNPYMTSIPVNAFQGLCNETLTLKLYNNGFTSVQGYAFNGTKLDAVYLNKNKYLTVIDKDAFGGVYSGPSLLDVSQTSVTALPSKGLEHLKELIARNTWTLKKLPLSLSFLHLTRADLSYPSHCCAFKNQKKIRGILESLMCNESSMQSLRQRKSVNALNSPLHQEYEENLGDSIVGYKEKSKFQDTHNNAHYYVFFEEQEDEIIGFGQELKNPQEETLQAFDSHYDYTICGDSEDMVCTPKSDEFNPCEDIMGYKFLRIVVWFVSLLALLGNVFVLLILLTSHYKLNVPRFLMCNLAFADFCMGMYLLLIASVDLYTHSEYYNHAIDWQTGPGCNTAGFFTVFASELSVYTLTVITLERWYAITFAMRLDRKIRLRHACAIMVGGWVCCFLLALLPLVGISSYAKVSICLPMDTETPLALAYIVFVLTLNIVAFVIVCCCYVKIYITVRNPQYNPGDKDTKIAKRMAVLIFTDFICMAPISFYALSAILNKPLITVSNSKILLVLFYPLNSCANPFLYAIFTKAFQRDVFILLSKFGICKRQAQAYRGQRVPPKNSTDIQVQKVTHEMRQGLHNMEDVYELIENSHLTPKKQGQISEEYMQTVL
#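 Cell-based HTRF cAMP assay; TSHR cells + compound, TSH EC80 (4nM final), 2 h, 37 deg C. Lysis with anti-cAMP cryptate and cAMP-d2, 30 min RT, read 665/620 nm.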
# Chronic BCR inh = qHTS Assay to Find Inhibitors of Chronic Active B-Cell Receptor Signaling; Potency, µM (titrated, usually from 46.1 µM), for inactives: top-dose ratio change, negative = lower green/red ratio, actives largely listed as inhibitors; ABC-DLBCL IkBa-CBG/CBR reporter, luminescence ratio, 4 h; 0.05% of 340,000 active; active = well fitted inhibition curve with a large enough effect in the signal ratio, with a control signal flat, not every such curve was filed as active; inconclusive = small, poorly fitted or top-dose-only effect, or effect the other way, or a change in a side signal; the % refers to the signal ratio;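 also: potency is read from the fitted curve at half-maximal effect; plate controls were basal doxycycline-induced cells for no effect and cells given 10 µM MG132 for full effect; MG132 reads +100%, hits lower the ratio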
#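 Doxycycline induced both beetle luciferases in TMD8 lymphoma cells; IKK-driven degradation limits the IkappaBalpha-fused green signal, while red luminescence normalises for cell number and nonspecific effects. Compounds tested up to 46 uM, 4 hrs.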
# Tb PFK block = qHTS Assay to Find Inhibitors of T. brucei phosphofructokinase; T. brucei PFK, ADP-Glo luminescence; Potency, µM (titrated, usually from 57.5 µM), without a hit: at the highest dose activity, negative = inhibition, actives largely listed as inhibitors; 0.17% of 330,000 active;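 also: potency is read from the fitted curve at half-maximal effect; 0% = uninhibited 1x PFK enzyme wells and -100% = no-enzyme wells; nearly all actives have a fitted effect of over 60% in size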
#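 In TEA buffer at pH 8.0 with 5 mM MgCl2, enzyme (1.25 nM) converted F6P (0.5 mM) and ATP (0.1 mM) for 45 min at room temperature. ADP product was read by luciferase luminescence.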
# TSG101-PTAP inh = qHTS Assay for Iinhibitors of HIV-1 Budding by Blocking the Interaction of PTAP/TSG101 | Tumor susceptibility gene 101 protein (Homo sapiens), Q99816 | Fluorescence polarization, FITC-PTAP peptide / Tsg101 binding | Potency, µM (top dose mostly 115 µM), inactives show top-dose activity change, negative = inhibition, most hits filed as inhibitors | 340,000 tested, under 10 active | AID 493005, 2010; active = well fitted inhibition curve with a large enough effect in the main read-out, with a control signal flat, not every such curve was filed as active; inconclusive = small, poorly fitted or top-dose-only effect, or effect the other way, or a change in a side signal; inactive = no such curve, though single readings can be large or run the other way; also: potency is read from the fitted curve at half-maximal effect; % of control where 0% means no effect
#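 FP read-out: FITC-PTAP peptide, 50 nM final, binding Tsg101 binding domain, 10 uM final; 20 min, r.t.; 10 mM HEPES pH 7.5, 0.15 M NaCl, 0.01% Tween 20, 3 mM EDTA, 0.1 mM TCEP.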
# USP2a inh = qHTS Assay for Inhibitors of Ubiquitin-specific Protease USP2a Using CHOP2 as the Reporter | Ubiquitin carboxyl-terminal hydrolase 2 (Homo sapiens), O75604 | USP2 core, Ub-CHOP2 coupled fluorogenic reporter, 485/531 | Potency, µM (doses to about 38.3 µM), for the others: top-dose activity change, negative = inhibition, hits mostly inhibitors | 0.01% of 330,000 active;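 also: potency is read from the fitted curve at half-maximal effect; plate controls were DMSO wells for no effect and full inhibition by NEM control for full effect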
#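 USP2 core (10nM final) preincubated 30min RT with compound in 20mM Tris-HCl pH 8.0, 2mM CaCl2, 2mM beta-mercaptoethanol, 0.05% CHAPS; 25nM Ub-CHOP2 plus 25nM reporter substrate added, fluorescence (Ex485/Em531) read after 60min.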
# ELG1 DNA repair = qHTS screen for small molecules that inhibit ELG1-dependent DNA repair in human embryonic kidney (HEK293T) cells expressing luciferase-tagged ELG1. HEK293T ELG1-luciferase reporter, luminescence, 16 h; DNA damage induced by 5-fluorouridine. Potency, µM (top dose mostly 46.1 µM), for the others: at the top dose activity change, negative = inhibition, actives largely listed as inhibitors. 2.3% of 330,000 active. AID 504467, 2011; also: potency is read from the fitted curve at half-maximal effect; % is scaled to controls: 0 for no effect and ±100 for the full control effect; nearly all actives have a fitted effect of over 55% in size
#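 Overnight (16 hr) co-exposure of 2,000 cells/well to 5-fluorouridine and compound at 37 °C preceded detection. Luciferase was quantified via ONE-Glo luminescence; loss of signal denotes inhibition.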
# TCR act = Activators of T cell receptors: qHTS campaign; primary human leukocytes, anti-CD3, IL-2 HTRF, 48 h; Potency, µM (series often up to 9.22 µM), inactives show at the highest dose activation of IL-2 secretion, usual class: activators; 330,000 tested, under 10 active; also: % of control where 0% means no effect
#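 Using a-CD3 beads without co-stimulation, primary human leukocytes were exposed to compounds for 48 hr. An HTRF IL-2 kit measured the cytokine, with europium-to-d2 energy transfer producing emission at 665nm upon 320nm excitation.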
# Eya2 inh = qHTS Assay for Inhibitors of the Phosphatase Activity of Eya2 | recombinant Eya2, OMFP fluorescence dephosphorylation (OMFP is methylfluorescein phosphate) | Potency, µM (series often up to 76.9 µM), without a hit: at the highest dose activity, negative = inhibition, actives largely listed as inhibitors | 0.006% of 330,000 active | AID 488837, 2010; also: potency is read from the fitted curve at half-maximal effect; % is scaled to controls: 0 for no effect and ±100 for the full control effect
#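 Eya2 (0.2 uM) preincubated 10 min at ambient with compound, then OMFP substrate added at 50 uM; 10 min reaction in 50 mM HEPES pH 7.5, 50 mM NaCl, 5 uM MgCl2, 0.05% BSA, 1 mM DTT. Fluorescence read at Ex 485/Em 525 nm.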
# uPA generation = qHTS for Inhibitors of Cell Surface uPA Generation; cell surface uPA generation assay, qHTS; Potency, µM (top dose mostly 38.3 µM), inactives show top-dose activity change, negative = inhibition, usual class: inhibitors; 0.31% of 330,000 active; active = well fitted inhibition curve with a large enough effect; inconclusive = small, poorly fitted or top-dose-only effect; inactive = no such curve, though single readings can be large or run the other way; tested in mouse RAW 264.7 cells; also: potency is read from the fitted curve at half-maximal effect; % is scaled to controls: 0 for no effect and ±100 for the full control effect; nearly all actives have a fitted effect of over 55% in size
# Mito fusion yeast = qHTS Assay for Small Molecule Inhibitors of Mitochondrial Division or Activators of Mitochondrial Fusion. S. cerevisiae fusion-defective mutant growth rescue, CellTiterGlo 48 h. Potency, µM (doses to about 46.1 µM), inactives show top-dose growth rescue (activation), actives largely listed as activators. 0.23% of 320,000 active;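 also: potency is read from the fitted curve at half-maximal effect; % of control where 0% means no effect; nearly all actives have a fitted effect of over 45% in size; temperature-sensitive fusion mutants such as fzo1-1 at 37 °C on non-fermentable ethanol glycerol medium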
#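 Yeast fusion mutant, YPEG (non-fermentable carbon), compound, 48 h at 37C non-permissive; CellTiterGlo added, 10 min RT, luminescence read. Rescued growth = division inhibition.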
# * = called active by the depositor; ? = inconclusive; nt = not tested or not shown; [ ] = remark or other dose. Unless noted, calls follow the shape of the dose curve; as a rule, active = well fitted curve in the direction sought with a large enough effect; inconclusive = small, poorly fitted or top-dose-only effect, or another doubt; inactive = no such curve, though single readings can be large; an effect the other way counts as inactive or inconclusive.
SMILES,B2AR arrestin,TSHR antag,Chronic BCR inh,Tb PFK block,TSG101-PTAP inh,USP2a inh,ELG1 DNA repair,TCR act,Eya2 inh,uPA generation,Mito fusion yeast
CCOc1ccc(C(C)NC(=O)Cc2ccccc2F)cc1OCC (configuration not stated),0.2%,-3,9%,-6%,1%,2%,2%,-5%,-1%,-4%,-7%
CCOC(=O)C1CCN(Cc2cn[nH]c2-c2ccc(C)cc2)CC1,-0.8%,44,-6%,-8%,1%,-5%,-4%,-4%,-2%,6%,-8%
Cc1ccc(C2c3[nH]c4ccccc4c3C[C@H]3C(=O)N(c4ccccc4C(=O)N4CCC[C@@H]4C(=O)O)C(=O)N23)cc1 (some centres not stated),-0.9%,-16,8%,7%,5%,-2%,-8%,-3%,-2%,3%,-1%
Cc1cc(C)n(CCNC(=O)c2cc(COc3ccc4ncccc4c3)on2)n1,0.4%,-16,-2%,5%,1%,-1%,?,0%,16%,-30%,3%
CC1(C)CC(=O)C2=C(C1)OC(N)=C(C#N)C2c1cn(-c2ccccc2)nc1-c1ccc(F)cc1 (configuration not stated),0.0%,-2,4%,0%,0%,-1%,?,-5%[46.1 µM],3%,?,11%
CCOC(=O)c1ccccc1NC(=O)C=C(C)C,-0.3%,-1,3%,-3%,3%,2%,-9%,-6%[46.1 µM],-9%,-1%,1%
O=C(c1ccc(S(=O)(=O)N2CCCCC2)cc1)N1CCN(c2ccccc2)CC1,0.1%,11,4%,9%,-5%,0%,18%,6%,20%,nt,-4%
Nc1nnc(SCC(=O)Nc2cccc3ccccc23)s1,0.1%,-3,-1%,-12%,0%,1%,22%,-1%,-9%,2%,0%
Cc1c(Cl)cccc1NC(=O)C(=O)NNC(=O)c1ccccc1F,-0.9%,7,-11%,?,-4%,-3%,3%,3%,-5%,0%,-5%
Cc1ccc(-c2cn3nc(C)c(C)nc3n2)cc1,0.3%,-3,?,-2%,-3%,2%,?,-3%,-36%,-7%,2%
CC1CCc2c(sc(NC(=O)c3nc4ncccn4n3)c2C#N)C1 (configuration not stated),-0.8%,-13,3%,?,1%,-3%,?,9%,-12%,-2%,0%
Cc1cc(NC(=O)c2c(C)noc2C)no1,4.1%,0,7%,-7%,-2%,0%,0%,-3%,-2%,2%,-3%
O=S(=O)(CCc1nc2ccccc2s1)c1ccc(Cl)cc1,3.0%,-7,16%,1%,-4%,3%,3%,4%,6%,6%,-6%
O=C(CSCc1ccc(Br)cc1)N=Nc1c(O)[nH]c2ccccc12,-1.5%,-8,-3%,1%,0%,6%,19%,-6%[46.1 µM],3%,1%,15%
COc1ccc(NC(=O)c2ccc3c(c2)C(=O)N(CC2CCCO2)C3=O)cc1O (configuration not stated),0.3%,-18,0%,1%,0%,4%,-5%,-2%,1%,4%,0%
COc1ccccc1/C=C/C(=O)NCC(=O)N/N=C/c1ccc(C(=O)O)cc1,-0.3%,3,?,0%,0%,0%,-10%,10%,-2%,-3%,-9%
CCOc1cc(C(=O)Nc2ccc(C)cc2O)ccc1OCC(=O)N1CCOCC1,-0.2%,-4,-4%,-9%,-1%,0%,0%,-3%,1%,10%,-10%
CN(C)C(=O)c1nnc(Cc2ccc(Cl)cc2)o1,-0.9%,3,0%,0%,-2%,4%,20%,10%,2%,-6%,1%
Cc1ccc(S(=O)(=O)N2CC(O)CC2C(=O)NCc2ccc3c(c2)OCO3)cc1 (configuration not stated),0.0%,-5,-2%,-3%,2%,0%,10%,-13%,6%,-1%,7%
CN(C)C(CNC(=O)c1cc(S(=O)(=O)N(C)c2ccccc2)ccc1Cl)c1ccccc1 (configuration not stated),-0.1%,-1,?,-2%,-4%,-1%,?,-3%,-11%,-4%,-2%
CCn1cc(C(=O)N(C)c2ccc(OC)cc2)c2cc(OC)c(OC)cc2c1=O,0.1%,-2,-9%,3%,-6%,-1%,-25%,2%,-14%,?,5%
O=C(Nc1ccc(Oc2ccsc2C(=O)O)cc1)c1ccccc1,0.2%,12,?,-17%,0%,1%,20%,7%,?,5%,13%
COc1ccc(C(O)c2nccc3cc(OC)c(OC)cc23)cc1OC (configuration not stated),-0.8%,-8,?,-3%,-9%,8%,?,0%,6%,-1%,11%
Cc1cccc(NC(=O)C(C)Sc2nc3nc(C)cc(C)n3n2)c1 (configuration not stated),-0.3%,-11,0%,-5%,-3%,4%,-1%,-4%,3%,5%,nt
S=C(NCCc1ccccc1)Nc1ccccn1,-0.6%,12,?,-2%,0%,0%,?,1%[46.1 µM],1%,-3%,-5%
CC(C(=O)NC(C)(C)C)N(C(=O)CS(=O)CC(=O)Nc1ccc(F)cc1)c1ccccc1F (configuration not stated),-0.1%,6,?,1%,-2%,2%,4%,-2%,5%,4%,16%
CC(C)Nc1nc(-c2cccnc2)nc(-c2ccc(Cl)cc2)c1C#N,-0.9%,2,?,2%,-10%,2%,-23%,-4%,7%,3%,12%
Cc1ccc(S(=O)(=O)N2CCC(=O)N(C(COCc3cccc(C)c3)Cc3ccccc3)CC2)cc1 (configuration not stated),-2.2%,-2,-1%,-2%,-3%,-7%,?,5%,0%,?,17%
COc1ccc(S(=O)(=O)N2CCN(C(=O)N(C)C)C2C)cc1 (configuration not stated),0.5%,-8,1%,-4%,-2%,4%,?,-3%,-3%,0%,-3%
CC(C)Sc1nnc(CNC(=O)C23CC4CC(CC(C4)C2)C3)n1Cc1ccccc1,2.9%,3,?,-3%,-3%,0%,-14%,7%[46.1 µM],4%,-1%,-5%
O=C(COC(=O)CNC(=O)c1ccc(Cl)cc1Cl)NC(=O)NC1CCCCC1,-0.3%,-9,0%,23%,-1%,-6%,19%,10%,-20%,1%,-3%
COc1cc(-c2c(C#N)c(N)nc3[nH]c(=S)[nH]c(=O)c23)ccc1O,-0.1%,4,5%,-15%,-7%,2%,0%,1%,-3%,10%,5%
CCC(C)(C)NC(=O)C(C(C)C)N(CC1CCCO1)C(=O)CNS(=O)(=O)c1ccc(F)cc1 (configuration not stated),-0.2%,-1,1%,12%,-2%,1%,12%,0%,6%,0%,-2%
O=C(CCN1C(=O)/C(=C/c2ccccc2)SC1=S)NNC(=O)c1ccncc1,0.1%,8,?,-5%,0%,1%,8%,-3%,11%,-1%,2%
Cc1ccc(NC(=O)NCCN2CCCCC2)cc1,0.1%,5,1%,1%,-3%,2%,?,0%,-7%,1%,2%
O=C(COc1cccc(Br)c1)Nc1ccc(N2CCOCC2)cc1N1CCOCC1,-1.0%,-1,?,1%,-3%,1%,-12%,-2%,7%,2%,-5%
CCOC(=O)c1[nH]c(C)c(C(=O)OCC(=O)Nc2sc3c(c2C#N)CCCCC3)c1C,0.2%,-4,6%,0%,4%,0%,3%,1%,?,-4%,0%
COc1ccc(C(=O)Oc2c(CN3CCOCC3)cc(Cl)c3cccnc23)cc1,?,-4,?,-1%,-3%,-1%,?,4%,-22%,-3%,-4%
O=S(=O)(NC1CCCCC1Oc1ccccc1)c1ccccc1 (configuration not stated),0.1%,-8,0%,13%,0%,2%,3%,-5%[46.1 µM],-24%,-3%,15%
Cc1nc(-c2ccccc2)[nH]c(=O)c1Oc1ccc(Cl)cc1Cl,-0.8%,-10,-19%,0%,-2%,1%,8.2µM*,6%,-2%,-11%,3%
Clc1cc2c(nn1)Nc1ccccc1S2,-0.3%,-5,-19%,2%,-6%,0%,27%,1%,8%,-1%,12%
